# Screening data as filed in PubChem.
# pPAFAH inh: inhibitors of human plasma PAF acetylhydrolase (pPAFAH). Q13093. recombinant pPAFAH, FP-rhodamine probe fluorescence polarization. inhibition, % at 3.39 µM. actives 1.5% (n = 330,000). AID 463082;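 active means inhibition above the mean inhibition across the screen plus 3 SD, cut at about 25% in these data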;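 further: inhibitors block binding of the rhodamine activity-based probe so polarization drops; 0% = enzyme with DMSO and 100% = wells lacking pPAFAH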
# MCL1 BIM primary: MCL1-BIM-BH3 interaction inhibition (human). Q07820. actives 0.68% (n = 320,000). inhibition, % at 10.9 µM. GST-MCL1 / FITC-Bim-BH3 fluorescence polarization;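 active means inhibition above the mean inhibition of all tested compounds plus 3 SD, set per campaign, cut at about 40% in these data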;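 further: 0% = DMSO wells and 100% = unlabeled Bim-BH3 peptide control; higher means more loss of mP so more displacement of Bim peptide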
# Target sequence (Q07820 whole entry, looked up): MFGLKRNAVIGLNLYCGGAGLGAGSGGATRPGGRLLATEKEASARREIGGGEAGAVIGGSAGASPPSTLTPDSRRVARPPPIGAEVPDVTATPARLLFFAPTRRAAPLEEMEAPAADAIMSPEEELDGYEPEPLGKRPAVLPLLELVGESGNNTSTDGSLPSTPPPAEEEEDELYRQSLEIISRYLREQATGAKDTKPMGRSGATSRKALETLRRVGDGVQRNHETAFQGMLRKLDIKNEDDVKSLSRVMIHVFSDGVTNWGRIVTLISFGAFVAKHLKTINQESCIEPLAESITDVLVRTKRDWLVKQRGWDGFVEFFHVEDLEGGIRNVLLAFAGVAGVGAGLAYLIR
# PME-1 inh: PME-1 (human) inhibition; AID 2130; inhibition, % at 5.9 µM; recombinant PME-1, FP-Rh probe fluorescence polarization; Q9Y570; actives 0.53% (n = 320,000);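 active means inhibition above the campaign mean of all compounds plus 3 SD, cut at about 26% in these data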;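 further: competitive labeling of PME-1 active site by serine hydrolase directed probe; 0% = PME-1 with DMSO and 100% = wells lacking PME-1 enzyme; inhibitors block probe labeling so polarization falls and inhibition rises; many of its hits are not listed in these tables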
# PAFAH1B2 inh: inhibitors of human PAFAH1B2; inhibition, % at 3.39 µM; recombinant PAFAH1B2, FP-rhodamine activity probe, fluorescence polarization; actives 1.2% (n = 340,000);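 active means inhibition above the mean of all tested compounds plus 3 SD, cut at about 24% in these data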;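 further: 0% = enzyme with DMSO and 100% = wells lacking PAFAH1B2; many of its hits are not listed in these tables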
# Target sequence (P68402 whole entry, looked up): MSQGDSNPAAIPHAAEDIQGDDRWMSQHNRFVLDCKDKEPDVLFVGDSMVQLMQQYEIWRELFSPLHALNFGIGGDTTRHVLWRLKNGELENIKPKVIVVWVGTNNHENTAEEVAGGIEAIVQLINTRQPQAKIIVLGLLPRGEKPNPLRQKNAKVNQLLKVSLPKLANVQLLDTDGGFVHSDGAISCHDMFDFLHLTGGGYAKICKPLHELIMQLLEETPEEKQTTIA
# Fam108B counter: counter-screen for RBBP9 inhibitors: inhibitors of mouse Fam108B. recombinant Fam108B, FP-Rh probe fluorescence polarization. inhibition, % at 9.51 µM. actives 0.33% (n = 300,000);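 active means inhibition above the screen mean inhibition plus 3 SD, computed separately per campaign, cut at about 18% in these data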;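 further: inhibitors lower polarization as less probe binds the enzyme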
# Bcl-xL primary: blocks human Bcl-xL binding to Bim BH3 peptide; Q07817; GST-Bcl-xL / FITC-Bim BH3 peptide fluorescence polarization; inhibition, % at 10.9 µM; actives 0.7% (n = 320,000); AID 2129;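 active means inhibition above the mean of all tested compounds plus 3 SD, cutoff set per campaign, cut at about 30% in these data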;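 further: 0% = DMSO wells and 100% = unlabeled Bim-BH3 peptide competitor; inhibitors lower millipolarization by displacing the labeled peptide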
# Target sequence (Q07817 whole entry, looked up): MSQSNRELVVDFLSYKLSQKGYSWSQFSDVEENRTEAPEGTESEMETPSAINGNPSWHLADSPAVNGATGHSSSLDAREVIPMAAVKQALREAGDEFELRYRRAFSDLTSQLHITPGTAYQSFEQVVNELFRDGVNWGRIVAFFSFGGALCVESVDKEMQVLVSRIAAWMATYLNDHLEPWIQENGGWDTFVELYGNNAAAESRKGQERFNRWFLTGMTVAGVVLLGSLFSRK
# GLD-1 TGE inh: GLD-1-TGE RNA interaction inhibition (C. elegans) | purified GLD-1 + fluorescein TGE RNA, fluorescence polarization | inhibition, % at 5.96 µM | actives 0.44% (n = 320,000) | AID 2280;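 active means percent inhibition above a per-plate cutoff, the plate mean of test compounds plus 3 SD, cut at about 30% in these data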;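 further: 0% = DMSO wells with GLD-1 and probe and 100% = wells lacking GLD-1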
# MEX-5 binding: C. elegans MEX-5 TCR-2 RNA binding activity; Q9XUB2; MEX-5/FITC-TCR2 RNA binding, fluorescence polarization; hits give low values; activity score (negative = inhibition of binding), % at 10 µM; actives 0.38% (n = 300,000); AID 1832;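 active means inhibition past about -25% in most replicates, and total fluorescence under double the plate's negative control median, limit read from the data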;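 further: 0% = DMSO and -100% = 5 µM competing unlabeled TCR2 RNA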
# AHR act: activates the human aryl hydrocarbon receptor | P35869 | AHR-responsive luciferase reporter cells, luminescence | activation, % at 5 µM | actives 2.5% (n = 320,000); in the data active means activation above about 47%;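 further: 0% = vehicle wells and 100% = reference agonist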
# * hit, by the source's call; / = not tested or not shown; & = joins results of further samples. These rows are one share of the data; the hit share may differ from the screen's.
SMILES,pPAFAH inh,MCL1 BIM primary,PME-1 inh,PAFAH1B2 inh,Fam108B counter,Bcl-xL primary,GLD-1 TGE inh,MEX-5 binding,AHR act
Cc1cccc([C@@H]2[C@@H]3C(=O)N(Cc4ccccc4)C(=O)[C@@H]3[C@]3(Cc4ccccc4)C(=O)N(c4cccc(Cl)c4)C(=O)N23)c1,7,4,-7,5,-4,0,-8,0.7,3
CC(=O)Nc1c2c(nn1-c1ccc(C)cc1C)CSC2,-4,0,5,-4,4,0,4,-0.1,-1
Nc1nc(C(F)(F)F)cc(=O)n1N,5,-2,-8,10,1,1,-1,1.6,-2
CCOC(=O)N(C)S(=O)(=O)c1ccccc1[N+](=O)[O-],0,4,4,3,4,5,5,-1.7,0
CC(C)C(C(=O)NCc1ccco1)N(C(=O)CNS(=O)(=O)c1ccccc1)C1CCCC1 (stereo unspecified),4,3,9,2,0,0,-1,0.6,2
COc1cccc(/C=N/Nc2nnc3c(n2)[nH]c2ccccc23)c1OC,2,6,-27,3,0,5,6,-6.4,28
CCCCCc1ccc(CC(=O)O)cc1,3,1,1,19,-3,9,3,0.1,1
CCOC(=O)CNC(=O)C(Cc1ccccc1)NS(=O)(=O)c1ccc2c(c1)CCC(=O)N2 (stereo unspecified),0,5,-3,0,1,4,1,0.8,3
Cc1c(CCC(=O)O)c(=O)oc2cc3occ(-c4ccc(Cl)cc4)c3cc12,6,11,-1,8,-5,18,-3,-1.6,6
CC(Oc1ccccc1F)c1nnc(SCC(=O)Nc2ccc(N3CCOCC3)cc2)o1 (stereo unspecified),-1,-7,3,7,/,-7,4,/,2
CC(=O)Nc1ccc2c(c1)CN(c1cc(C)ccc1C)CO2,8,27,7,1,-2,4,5,0.0,10
Nn1c(Cc2cccc3ccccc23)nnc1SCc1c(F)cccc1Cl,1,-7,7,6,-2,-4,-5,0.1,-1
O=S(=O)(NCCc1ccccc1)c1ccc(Br)cc1,7,1,1,28*,-2,-2,2,-0.2,1
CN(C)CCCNc1oc(-c2ccccc2Cl)nc1S(=O)(=O)c1ccc(F)cc1,-3,3,6,2,-1,1,-4,1.4,-2
Clc1ccc(-c2nnc(CNC3CC3)o2)cc1,8,7,9,1,0,-4,0,4.5,21
CCc1ccc(C(=O)Nc2ccc(C)c(NS(C)(=O)=O)c2)cc1,9,10,-2,/,-1,3,0,1.1,65*
CCOC(=O)N1CCN(C(=O)COC(=O)c2oc3ccc(OC)cc3c2C)CC1,2,4,3,-4,0,5,6,-1.0,2
CCc1ccc(C(=O)Nc2ccc3nc(C)ccc3c2)cc1,-9,4,-4,-1,-2,5,7,-2.9,-5
O=NN(CCCl)C(=O)NCCCl,0,10,5,-4,-1,9,0,/,0
CCOc1nc(C)cc(C)c1S(=O)(=O)c1cccc(C)c1,1,6,0,/,1,1,-9,-1.0,2
O=c1cc(-c2cccc([N+](=O)[O-])c2)[nH][nH]1,2,5,-5,3,1,3,1,-6.6,3
Cc1noc(C)c1C(=O)Nc1cccc(S(=O)(=O)N2CCOCC2)c1,0,-1,-3,2,/,3,4,/,0
Cc1ccc(C)n1NC(=O)c1cccs1,7,8,3,0,-2,0,4,-1.2,0
COc1cc(CNn2nnnc2N)ccc1OCc1c(Cl)cccc1Cl,9,-3,-2,8,-1,4,5,0.2,-1
CCCOc1ccc(N2C(=O)CC(N3CCOCC3)C2=O)cc1 (stereo unspecified),4,-1,2,0,2,0,3,-1.9,-1
O=C(NNc1ccc([N+](=O)[O-])cc1[N+](=O)[O-])c1ccco1,7,-3,0,5,2,2,2,1.0,2
NNc1nc2c(Cl)c(Cl)ccc2s1,12,29,11,4,5,1,-1,0.7,84*
Cc1cc(O)c(Sc2ccc(Cl)cc2)c(=O)[nH]1,0,-7,3,6,3,2,-1,0.5,-2
CCOCCn1c(COc2ccccc2)nc2ccccc21,-3,7,1,1,10,2,4,1.1,3
CN(Cc1cnccn1)Cc1ccccc1OCC(O)CN1CCc2ccccc2C1 (stereo unspecified),4,9,-2,3,0,2,-4,3.1,4
Cc1ccc(NC(=S)NC(=O)CC2CC(C)(C)OC2=O)cc1 (stereo unspecified),0,-2,0,6,-1,2,-2,0.2,5
Cn1c2c(c(=O)n(C)c1=O)C(c1ccc(O)cc1)Nc1ccccc1O2 (stereo unspecified),-2,10,0,0,0,2,3,-1.4,0
CC(C)NC(=O)c1onc(CSc2ccc(Cl)cc2)c1C(=O)NC(C)C,1,4,-2,7,4,3,1,-3.5,-5
N=C1CCCN1CC(=O)c1ccc(Cl)cc1,-4,8,-6,0,-3,5,1,0.5,6
COc1cc(C)c(C)cc1S(=O)(=O)N1CCN(Cc2ccccc2)CC1,-1,-2,1,-1,3,4,0,1.4,-1
CCOC(=O)C1=C(C)NC(SCC(N)=O)=C(C#N)C1c1ccncc1 (stereo unspecified),2,9,2,2&3,3,6,-4,-0.7,0
COc1ccc(/C=N/OCc2ccc(Br)cc2)c(OC)c1,7,-7,-5,15,-2,-4,5,0.4,2
COc1ccc(CCN(C)C(=S)NC(=O)c2ccc(F)cc2Cl)cc1OC,-2,11,4,0,-7,5,-1,-3.6,-1
Cc1cccc(NC(=O)CSc2nc(=O)n(CCCN3CCOCC3)c3c2CCCC3)c1,2,-5,0,6,-4,1,0,0.0,2
O=C(CSc1nc2ccccc2[nH]1)NC(=O)NCc1ccco1,1,5,-8,3,1,1,2,-2.0,32
Cn1c(CSc2ncccn2)nnc1SCC(=O)N1CCCC1,-2,-4,3,4,-1,-1,1,1.3,2
Cc1ccc(-n2c(Cn3cnc4ccccc43)nnc2SCC(=O)O)cc1,1,-2,-1,2,0,4,1,-2.8,3
Cc1ccccc1-n1c(SCC(=O)N/N=C/c2c(C)nn(-c3ccccc3)c2C)nc2ccccc2c1=O,-9,1,-118,-6,-12,6,-8,1.0,-3
NC(=O)c1ccccc1OCC(=O)N1CCc2ccccc2C1,-2,-13,0,4,0,-5,5,1.8,-2
O=C(CC(c1ccccc1)c1ccccc1)NCC1CCCO1 (stereo unspecified),-2,3,9,6,0,-1,-1,0.4,6
CN(C(=O)COC(=O)CNC(=O)c1ccccc1F)C1CCCCC1,4,2,-1,5,0,-2,4,-1.3,1
COc1ccccc1-n1nnnc1SCC(=O)Nc1cc(C)on1,3,-2,2,0,4,5,1,0.5,11
Cc1cc([N+](=O)[O-])ccc1NCc1ccccc1[N+](=O)[O-],10,2,0,-2,0,3,7,2.5,2
COC(CNC(=O)c1ccc2nc(-c3ccccc3)c(-c3ccccc3)nc2c1)OC,-3,12,3,5,-2,5,1,1.7,4
Cc1cc(NC(=O)CCC(=O)N(Cc2ccco2)C(C(=O)NC2CCCC2)c2ccccc2)no1 (stereo unspecified),-1,3,1,3,2,3,7,0.3,2
Cc1ccc(S(=O)(=O)c2c(N)n(/N=C/c3ccco3)c3nc4ccccc4nc23)cc1,1,8,-7,-3,-22,5,5,-0.2,-10
COc1ccc(CCC(=O)OCC(=O)Nc2ccc(C)c(S(=O)(=O)N(C)C)c2)cc1,14,-2,-1,8,2,-2,6,-0.2,2

# Molecules shown so far that have a Cl atom (12):
SMILES,pPAFAH inh,MCL1 BIM primary,PME-1 inh,PAFAH1B2 inh,Fam108B counter,Bcl-xL primary,GLD-1 TGE inh,MEX-5 binding,AHR act
Cc1cccc([C@@H]2[C@@H]3C(=O)N(Cc4ccccc4)C(=O)[C@@H]3[C@]3(Cc4ccccc4)C(=O)N(c4cccc(Cl)c4)C(=O)N23)c1,7,4,-7,5,-4,0,-8,0.7,3
Cc1c(CCC(=O)O)c(=O)oc2cc3occ(-c4ccc(Cl)cc4)c3cc12,6,11,-1,8,-5,18,-3,-1.6,6
Nn1c(Cc2cccc3ccccc23)nnc1SCc1c(F)cccc1Cl,1,-7,7,6,-2,-4,-5,0.1,-1
CN(C)CCCNc1oc(-c2ccccc2Cl)nc1S(=O)(=O)c1ccc(F)cc1,-3,3,6,2,-1,1,-4,1.4,-2
Clc1ccc(-c2nnc(CNC3CC3)o2)cc1,8,7,9,1,0,-4,0,4.5,21
O=NN(CCCl)C(=O)NCCCl,0,10,5,-4,-1,9,0,/,0
COc1cc(CNn2nnnc2N)ccc1OCc1c(Cl)cccc1Cl,9,-3,-2,8,-1,4,5,0.2,-1
NNc1nc2c(Cl)c(Cl)ccc2s1,12,29,11,4,5,1,-1,0.7,84*
Cc1cc(O)c(Sc2ccc(Cl)cc2)c(=O)[nH]1,0,-7,3,6,3,2,-1,0.5,-2
CC(C)NC(=O)c1onc(CSc2ccc(Cl)cc2)c1C(=O)NC(C)C,1,4,-2,7,4,3,1,-3.5,-5
N=C1CCCN1CC(=O)c1ccc(Cl)cc1,-4,8,-6,0,-3,5,1,0.5,6
COc1ccc(CCN(C)C(=S)NC(=O)c2ccc(F)cc2Cl)cc1OC,-2,11,4,0,-7,5,-1,-3.6,-1
